High-throughput results deposited in PubChem by National Center for Advancing Translational Sciences (NCATS).
NTMT1 inhibitor: NTMT1 methyltransferase inhibition; NTMT1 MTase-Glo SAH luminescence, purified enzyme; actives 2.5% (n = 59,000); Potency, µM (doses to about 114 µM), inactives show at the top dose activity change, negative = inhibition, actives largely listed as inhibitors; Q9BV86;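 note: plate controls were DMSO vehicle for no effect and no enzyme for full effect; nearly all actives have a fitted effect of over 65% in size; many of its hits are not listed in these tables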
Target sequence (Q9BV86 whole entry, looked up): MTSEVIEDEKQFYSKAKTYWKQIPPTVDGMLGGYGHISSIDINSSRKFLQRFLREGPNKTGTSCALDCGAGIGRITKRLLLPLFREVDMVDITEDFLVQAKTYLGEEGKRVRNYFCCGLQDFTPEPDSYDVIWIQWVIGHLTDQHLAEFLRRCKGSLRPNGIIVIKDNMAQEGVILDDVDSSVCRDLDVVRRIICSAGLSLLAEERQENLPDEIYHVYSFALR
FH mod: Identification of activators of human fumarate hydratase by quantitative high-throughput screening | Fumarate hydratase, mitochondrial (Homo sapiens), P07954 | FH coupled MDH/diaphorase resazurin fluorescence, 15 min | Potency, µM (series often up to 79.9 µM), inactives show top-dose activity change, negative = inhibition, hits mostly inhibitors | actives 0.22% (n = 54,000) | AID 1347055, 2019; note: the screen sought activators but most active calls are inhibition curves; nearly all actives have a fitted effect of over 45% in size
Target sequence (P07954 whole entry, looked up): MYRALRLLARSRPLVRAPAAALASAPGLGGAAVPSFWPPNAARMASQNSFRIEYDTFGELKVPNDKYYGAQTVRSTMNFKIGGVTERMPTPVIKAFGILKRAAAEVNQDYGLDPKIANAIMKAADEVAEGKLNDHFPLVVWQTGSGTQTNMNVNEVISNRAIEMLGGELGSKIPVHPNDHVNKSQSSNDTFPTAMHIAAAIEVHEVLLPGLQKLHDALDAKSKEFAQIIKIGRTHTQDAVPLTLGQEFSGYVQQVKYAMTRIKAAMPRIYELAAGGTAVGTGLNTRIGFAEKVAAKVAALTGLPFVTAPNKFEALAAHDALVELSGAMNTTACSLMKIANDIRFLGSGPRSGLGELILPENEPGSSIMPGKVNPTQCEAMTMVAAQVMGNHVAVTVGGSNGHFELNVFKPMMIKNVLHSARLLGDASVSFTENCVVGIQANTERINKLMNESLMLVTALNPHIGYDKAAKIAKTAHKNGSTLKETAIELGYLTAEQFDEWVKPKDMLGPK
* = called active by the depositor; ? = inconclusive; & = joins results of further samples; ! = not confirmed by another sample; [ ] = remark or other dose. Calls come from the whole dose curve; as a rule, active = well fitted curve in the direction sought with a large enough effect; inconclusive = small, poorly fitted or top-dose-only effect, or another doubt; inactive = no such curve, though single readings can be large; an effect the other way counts as inactive or inconclusive. Unless noted, % is set by controls: 0 for no effect and ±100 for the full control effect; potency is the fitted concentration of half-maximal effect. This is a subset; count on the stated rates, not on these rows.

Below each compound – NTMT1 inhibitor, FH mod
1	CC1OC(OC2CCC3(C)C(CCC4(C)C3C=CC35OCC6(CCC(C)(C)CC63)CCC45C)C2(C)CO)C(OC2OC(CO)C(O)C(O)C2O)C(O)C1OC1OC(CO)C(O)C(O)C1O (configuration not stated)
    11%[12.6 µM], 2%[20.6 µM]
2	C/C(=C\CO)CC/C=C(\C)C(=O)O[C@H]1[C@H](OC2OC=C(C(=O)O)C3CCC(C)(O)C23)O[C@H](CO)[C@@H](O)[C@@H]1O (some centres not stated)
    1%[29.8 µM], 0%[53.3 µM]
3	CO[C@@H](Cc1ccc(OCCc2nc(-c3ccccc3)oc2C)c2ccsc12)C(=O)O
    -5%[57.5 µM], ?
4	C=CCn1c(=O)c2cnc(Nc3ccc(N4CCN(C)CC4)cc3)nc2n1-c1cccc(C(C)(C)O)n1
    40µM*!, ?
5	O=C(CCCN1CCC(O)(c2ccc(Br)cc2)CC1)c1ccc(F)cc1
    8%[57.5 µM], 2%[53.3 µM]
6	COc1ccc2ccc(=O)oc2c1CC=C(C)C
    -4%[57.5 µM], 7%[53.3 µM]
7	C=CC(=O)Nc1cccc(Nc2nc(NC3CCC(N(C)C)CC3)nc3c2ncn3C(C)C)c1 (configuration not stated)
    -5%[57.5 µM], 9%[53.3 µM]
8	CC12CCC3c4ccc(O)cc4CCC3C1CCC2OC1OC(C(=O)O)C(O)C(O)C1O (configuration not stated)
    6%[57.5 µM], 2%
9	CC(C)CN(C[C@@H](O)[C@H](Cc1ccccc1)NC(=O)O[C@@H]1CO[C@H]2OCC[C@H]21)S(=O)(=O)c1ccc(N)cc1
    3%[57.5 µM], 4%
10	CC(O)(P(=O)(O)O)P(=O)(O)O
    30%[57.5 µM], -1%[53.3 µM]
11	C[C@@H]1CC2OC(=O)C3=C2C(CCC3O)[C@@]12C[C@@H](c1ccoc1)OC2=O (some centres not stated)
    0%[29.8 µM], 1%[53.3 µM]
12	O=c1c(-c2ccc(O)cc2)coc2cc(O)cc(O)c12
    71µM*!, ?
13	N#Cc1ccc(-c2ccc(S(=O)(=O)Nc3cccc(N)n3)cc2)cc1
    -6%[57.5 µM], 0%
14	COCc1c(C(C)C)nc(C(C)C)c(/C=C/[C@@H](O)C[C@@H](O)CC(=O)O)c1-c1ccc(F)cc1
    29%[57.5 µM], 0%[53.3 µM]
15	C[C@@H]1O[C@@H](O[C@@H]2[C@@H](O)[C@H](O[C@@H]3[C@@H](O)[C@@H](O)[C@H](O[C@H]4[C@H](OC(=O)[C@]56CCC(C)(C)C[C@H]5C5=CCC7[C@@]8(C)C[C@H](O)[C@H](O[C@@H]9O[C@H](C(=O)O)[C@@H](O)[C@H](O)[C@H]9O)[C@@](C)(CO)C8[C@H](O)C[C@@]7(C)[C@]5(C)CC6)OC[C@H](O)[C@@H]4O)O[C@H]3C)OC[C@H]2O)[C@H](O)[C@H](O)[C@H]1O (some centres not stated)
    42%[activator][6.45 µM], -9%[13.5 µM]

Part of the list above, as tab-separated lines.
entry	Structure	NTMT1 inhibitor	FH mod
11	C[C@@H]1CC2OC(=O)C3=C2C(CCC3O)[C@@]12C[C@@H](c1ccoc1)OC2=O (some centres not stated)	0%[29.8 µM]	1%[53.3 µM]
5	O=C(CCCN1CCC(O)(c2ccc(Br)cc2)CC1)c1ccc(F)cc1	8%[57.5 µM]	2%[53.3 µM]
8	CC12CCC3c4ccc(O)cc4CCC3C1CCC2OC1OC(C(=O)O)C(O)C(O)C1O (configuration not stated)	6%[57.5 µM]	2%
1	CC1OC(OC2CCC3(C)C(CCC4(C)C3C=CC35OCC6(CCC(C)(C)CC63)CCC45C)C2(C)CO)C(OC2OC(CO)C(O)C(O)C2O)C(O)C1OC1OC(CO)C(O)C(O)C1O (configuration not stated)	11%[12.6 µM]	2%[20.6 µM]
4	C=CCn1c(=O)c2cnc(Nc3ccc(N4CCN(C)CC4)cc3)nc2n1-c1cccc(C(C)(C)O)n1	40µM*!	?
6	COc1ccc2ccc(=O)oc2c1CC=C(C)C	-4%[57.5 µM]	7%[53.3 µM]

New compounds follow.
Below each compound – NTMT1 inhibitor, FH mod
16	CC1(CO)CCCC2(C)C1C(OC(=O)c1ccccc1)C=C1C(=O)OCC12O (configuration not stated)
    -18%[29.8 µM], -3%[53.3 µM]
17	OC1(c2ccccc2)CCNCC1
    23%[57.5 µM], -3%[53.3 µM]
18	CC(C)(C)[N+]([O-])=Cc1ccc(S(=O)(=O)O)cc1S(=O)(=O)O
    -24%[57.5 µM], 5%[53.3 µM]
19	COc1ccc(OC(=O)N(CC(=O)O)Cc2ccc(OCCc3nc(-c4ccccc4)oc3C)cc2)cc1
    -6%[57.5 µM], -12%[53.3 µM]
20	Nc1nc(-c2ccccc2)c(Br)c(=O)[nH]1
    15%[57.5 µM], 2%[53.3 µM]
21	NC(=O)c1nc(F)c[nH]c1=O
    2%&12%, 10%
22	CCOC(=O)N1CCC(=C2c3ccc(Cl)cc3CCc3cccnc32)CC1
    -13%&19%[57.5 µM], ?
23	CC1=CC(=O)CC(C)(C)C1CCC(C)O[C@@H]1O[C@H](CO)[C@@H](O)[C@H](O)[C@H]1O (some centres not stated)
    12%[29.8 µM], -18%[53.3 µM]
24	OC[C@H]1O[C@@H](n2cnc3c(=S)nc[nH]c32)[C@H](O)[C@@H]1O
    5.6µM*, 4%[53.3 µM]
25	Cc1ccc(-c2cn3c4c(sc3n2)CCCC4)cc1
    -2%[57.5 µM], -3%
26	C=C1C(=O)OC2/C=C(\CO)CC/C=C(\C=O)CC(OC(=O)CC(C)C)C12 (configuration not stated)
    -18%[29.8 µM], 3%[53.3 µM]
27	COc1cc(C)c(C(=O)NC2C(C)OC(OC3CCC(C)C4C3C=C(C)C3/C(C)=C\CC/C(C)=C/C5(C)C=C(C(=O)O)C(C)CC56OC(=O)/C(=C(\O)C34C)C6=O)C(O)C2(C)O)c(O)c1 (configuration not stated)
    -8%[12.6 µM], 9%[20.6 µM]
28	O=C(c1cncc(Br)c1)N1CCC(N2CCCC2)CC1
    6%&21%[57.5 µM], 2%
29	Cc1ccc(NS(=O)(=O)c2cc3c(cc2Cl)CCC(=O)N3)cc1Cl
    12%&-3%, 6%
30	O=C(O)[C@H](Cc1ccc(Nc2nccc3ccncc23)cc1)NC1=C(Br)C(=O)C12CCCCC2
    -2%[57.5 µM], -19%
31	O=C(O)CCC=CCC[C@@H]1[C@H](N2CCCCC2)[C@@H](O)C[C@@H]1OCc1ccc(-c2ccccc2)cc1
    -7%[57.5 µM], -8%[53.3 µM]
32	CC(=O)N(O)CCCCCN1C(=O)CCC1=O
    6%[57.5 µM], 1%
33	OC[C@@]1(O)CO[C@@H](OC[C@H]2O[C@@H](OCc3ccccc3)[C@H](O)[C@@H](O)[C@@H]2O)[C@@H]1O
    -8%[29.8 µM], 8%[53.3 µM]
34	Oc1ccccc1-c1cc(-c2ccccc2F)[nH]n1
    -8%[57.5 µM], 1%
35	CCOCc1nc2c(N)nc3ccccc3c2n1CC(C)(C)O
    5%[57.5 µM], 1%
36	O=C(O)c1ccc(OC2OC(CO)C(O)C(O)C2O)cc1 (configuration not stated)
    5%[57.5 µM], 25%
37	CC(=Cc1ccccc1)C=C1SC(=S)N(CC(=O)O)C1=O
    ?, -9%[53.3 µM]
38	COc1cc2c(Nc3cc(F)c(Cl)c(Cl)c3)ncnc2cc1OCC1CCCN(C)CCC1
    35µM*, -6%
39	Cc1[nH]c(=O)c(C#N)cc1-c1ccc2nccn2c1
    -17%&-9%[57.5 µM], -1%&10%&4%[53.3 µM]
40	Cc1cccc(-c2[nH]ncc2-c2ccc(F)c(-c3cnn(CCO)c3)c2)n1
    ?, 10%
41	C/C(=C/CO)CCC1C(C)CCC2C(C)(C)CCCC12C (configuration not stated)
    5%[57.5 µM], -14%
42	CC1CCC2(C(=O)OC3OC(CO)C(O)C(O)C3O)CCC3(C)C(=CCC4C5(C)CCC(O)C(C)(CO)C5CCC43C)C2C1(C)O (configuration not stated)
    -14%[12.6 µM], -5%[20.6 µM]
43	COc1ccc2nc(S(=O)(=O)Cc3ncc(C)c(OC)c3C)[nH]c2c1
    11%[57.5 µM], -1%
44	CCCCN1CCCC1C(=O)Nc1c(C)cc(C)cc1C (configuration not stated)
    5%[57.5 µM], -12%[53.3 µM]
45	C[C@@H]1C[C@@H](O)[C@@]23CO[C@@H](O)[C@@H]2CCC[C@@H]3[C@@]12C[C@@H](c1ccoc1)OC2=O
    3%[29.8 µM], 2%[53.3 µM]
46	COC(=O)C12C(=O)C(C)=C(O)C1(C)C(C)=CC1C34CCC(OC3=O)C(C)(C)C4CCC12C (configuration not stated)
    12%[29.8 µM], 9%[53.3 µM]
47	COC1CC(O[C@H]2CC[C@@]3(C)C(=CC[C@]4(O)C3[C@H](OC(C)=O)[C@@H](OC(=O)c3ccccc3)[C@]3(C)[C@@H](C(C)=O)CC[C@@]34O)C2)OC(C)C1OC1CC(OC)C(OC2CC(OC)C(OC3OC(C)C(OC4OC(CO)C(O)C(O)C4O)C(OC)C3O)C(C)O2)C(C)O1 (some centres not stated)
    7%[6.45 µM], 3%[13.5 µM]
48	C=C1C(=O)OC2C(OC(=O)C=C(C)C)C(C)=C3C(=O)C=C(C)C3C(O)C12 (configuration not stated)
    -15%[29.8 µM], 0%[53.3 µM]
49	Cc1ccc(NC(=O)c2ccc(CN3CCNCC3)cc2)cc1Nc1nccc(-c2cccnc2)n1
    ?, -1%
50	CC1=CC(=O)CC(C)(C)C1/C=C/C(C)OC1OC(COC2OCC(O)C(O)C2O)C(O)C(O)C1O (configuration not stated)
    -6%[29.8 µM], -5%[53.3 µM]
51	CCCCN1C[C@H](O)[C@@H](O)[C@H](O)[C@H]1CO
    11%[57.5 µM], 8%[53.3 µM]
52	COc1cc(/C=C/C(=O)O[C@H]2[C@H](O)[C@@H](CO)O[C@@]2(CO)O[C@H]2O[C@H](CO)[C@@H](O)[C@H](O)[C@H]2O)cc(OC)c1O
    4%[29.8 µM], 7%[53.3 µM]
53	Nc1ccc(C(=O)O)cc1
    1%[57.5 µM], -4%[53.3 µM]
54	C=C1[C@H]2[C@H](O[C@@H]3O[C@H](COC(=O)/C=C/c4cc(OC)c(O)c(OC)c4)[C@@H](O)[C@H](O)[C@H]3O)OC=C(C(=O)O)[C@H]2C[C@@H]1O
    22%[12.6 µM], -3%[20.6 µM]
55	C[C@]12CC[C@@H]3c4ccc(O)cc4CC[C@H]3[C@H]1[C@@H](O)[C@@H](O)[C@H]2O
    7%[57.5 µM], -14%[53.3 µM]
56	C=CC(=O)Nc1cc(NC(=O)c2ccc(C)c(NC(=O)c3ccno3)c2)cc(C(F)(F)F)c1
    2%[57.5 µM], 12%[53.3 µM]
57	O=C(/C=C/c1cccc(S(=O)(=O)Nc2ccccc2)c1)NO
    9%, 3%[53.3 µM]
58	C/C=C1\[C@H](O[C@@H]2O[C@H](CO)[C@@H](O)[C@H](O)[C@H]2O)OC=C(C(=O)O)[C@H]1CC(=O)OCCc1ccc(O)cc1
    12%[29.8 µM], 8%[53.3 µM]
59	CC1CCc2cc(F)cc3c(=O)c(C(=O)O)cn1c23 (configuration not stated)
    ?, 0%[53.3 µM]
60	COC(=O)c1c(C)cc(OC(=O)c2c(C)cc(OC)cc2OC)cc1O[C@@H]1O[C@H](CO)[C@@H](O)[C@H](O)[C@H]1O
    -4%[29.8 µM], ?
61	C=C1/C(=C/C=C2\CCC[C@]3(C)[C@@H]([C@H](C)/C=C/[C@@H](C)C(C)C)CC[C@@H]23)C[C@@H](O)C[C@@H]1O
    -1%[57.5 µM], -11%
62	CC(C)[C@H](C(=O)Nc1ccc(C(=O)NO)cc1)c1ccccc1
    13%[29.8 µM], -2%[53.3 µM]
63	N=C1N=C(N)c2cc3ccccc3cc21
    ?, ?
64	COC(=O)[C@H](CC1C=NC=N1)NCC12CC3CC(CC(C3)C1)C2 (some centres not stated)
    -3%[57.5 µM], -2%
65	CC[N+](CC)(CC)CCOc1cccc(OCC[N+](CC)(CC)CC)c1OCC[N+](CC)(CC)CC
    8.9µM*!, -14%&-4%&10%[53.3 µM]
66	Nc1cc(C(F)(F)F)ccc1S
    8.9µM*, -19%[53.3 µM]
67	CC(C)(C)C1CCC(CC2=C(O)c3ccccc3C(=O)C2=O)CC1 (configuration not stated)
    7%[57.5 µM], 3%[53.3 µM]
68	C=CC1(C)CC(OC(=O)/C(C)=C\COC(C)=O)C(C(=C)C(=O)O)C(O)C1C(=C)CO (configuration not stated)
    12%[29.8 µM], 5%[53.3 µM]
69	C/C=C/C1OC2=C(C(=O)OC2(C)O)C(O)C1O (configuration not stated)
    4%[57.5 µM], 3%
70	O=C1NC(=O)[C@@H](c2cn3c4c(cccc24)CCC3)[C@H]1c1c[nH]c2ccccc12
    4%[57.5 µM], 6%[53.3 µM]
71	O=C(NCCCNC(=O)c1ccc[nH]c1=O)c1cc(-c2ccccc2)on1
    4%[57.5 µM], -3%
72	COC(=O)C1=C(C)NC(C)=C(C(=O)OC(C)(C)CN(C)CCC(c2ccccc2)c2ccccc2)C1c1cccc([N+](=O)[O-])c1 (configuration not stated)
    17%[57.5 µM], -11%&-13%[53.3 µM]
73	CC1=CC(=O)CC(C)(C)C1(O)CCC(C)O (configuration not stated)
    9%[57.5 µM], -2%
74	Clc1ccc2nsnc2c1NC1=NCCN1
    24%[57.5 µM], 0%&3%&0%[53.3 µM]
75	CN1C(C(=O)Nc2ccccn2)=C(O)c2sccc2S1(=O)=O
    -5%, 3%&0%[53.3 µM]
